# Screens from PubChem BioAssay.
# bIAP activator: intestinal alkaline phosphatase (bovine) activation. purified bovine IAP, CDP-star luminescence, 30 min; hits give high values; fold of DMSO-control signal, blank-subtracted. activation factor at 20 µM. 0.17% of 200,000 active. AID 1016;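 active = activation factor of 2 or more at 20 µM, a signal rise over negative controls twice the positive control's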
# L major viab: Leishmania major promastigote growth inhibition; 9% of 200,000 active; inhibition, % at 10 µM; Leishmania major promastigotes, resazurin fluorescence viability; in the data active = inhibition above about 50%;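 note: promastigotes grown with compound for 44 hours at 28 °C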
# FLuc stim CS: firefly luciferase counter-screen for stimulation assays. ATPlite luciferase biochemical, luminescence, 10 min; 0 = ATP-free wells, 1 = DMSO control. activation factor at 10 µM. 200,000 tested, under 10 active. AID 1027;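 active = luciferase activation factor, scaled between plate controls, of at least 2 with compound at 10 µM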
#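 System: cell-free luciferase reagent; medium: PBS as buffer for the ATP substrate; doses: test compounds dosed from 2 mM stocks in 100% DMSO; incubation: 10 min, room temperature; measured by: luminescence from luciferase reaction; read-out: luciferase activation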
# FLuc inhib CS: inhibits firefly luciferase, flagging false hits in luciferase inhibition screens; P08659; ATPLite firefly luciferase biochemical luminescence, 10 min; inhibition, % at 10 µM; 1.5% of 200,000 active; AID 1006;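 active = inhibition above about 50% when tested at 10 µM, limit read from the data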
# TNAP inh no acc: inhibitors of human TNAP without phosphate acceptor. P05186. purified TNAP, CDP-star luminescence, 30 min. inhibition, % at 20 µM. 0.26% of 200,000 active;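 active = tissue-nonspecific alkaline phosphatase inhibition above about 50% at 20 µM in the single-dose screen, limit read from the data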;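 note: 0% = DMSO negative control and 100% = EDTA positive control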
# Target sequence (P05186 whole entry, looked up): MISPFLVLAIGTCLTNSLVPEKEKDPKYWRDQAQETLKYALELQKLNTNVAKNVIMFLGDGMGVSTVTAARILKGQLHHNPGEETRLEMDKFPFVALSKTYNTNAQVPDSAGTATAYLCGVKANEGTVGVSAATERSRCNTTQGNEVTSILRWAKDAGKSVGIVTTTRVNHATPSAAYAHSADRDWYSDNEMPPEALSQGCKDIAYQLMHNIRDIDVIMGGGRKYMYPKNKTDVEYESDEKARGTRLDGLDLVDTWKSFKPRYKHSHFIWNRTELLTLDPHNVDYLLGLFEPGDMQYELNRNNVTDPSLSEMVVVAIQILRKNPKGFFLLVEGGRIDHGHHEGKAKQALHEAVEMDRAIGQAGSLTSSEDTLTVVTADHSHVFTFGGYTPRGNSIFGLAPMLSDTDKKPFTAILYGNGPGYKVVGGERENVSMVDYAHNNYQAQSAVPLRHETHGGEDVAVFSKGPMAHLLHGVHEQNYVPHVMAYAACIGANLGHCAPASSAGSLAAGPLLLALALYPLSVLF
# RAM network inh: inhibitors of the yeast RAM network | S. cerevisiae dse1pr::URA3 reporter, 5-FOA growth OD615, 2 d; analog-sensitive cbk1-as2 kinase mutant strain | inhibition, % at 50 µM | 1.8% of 190,000 active;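 active = inhibition above a set limit, 3 SD over mean compound inhibition, cut at about 8.4% in these data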;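 note: 0% = DMSO-only wells with no growth and 100% = 10 µM 1-NA-PP1 full growth; inhibition rescues growth on 5-FOA so higher OD means more RAM inhibition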
# bIAP inh: intestinal alkaline phosphatase (bovine) inhibition | inhibition, % at 20 µM | 190,000 tested, under 10 active | purified bovine IAP, CDP-star luminescence, 30 min;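 active = over 50% inhibition of intestinal alkaline phosphatase at 20 µM in the single-dose screen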
#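 Assay system: bovine IAP enzyme; medium: DEA buffer 100 mM, pH 9.8, with MgCl2 1.0 mM, ZnCl2 0.02 mM; doses: 20 µM single dose; incubation: enzyme reaction for 30 min at room temperature; detection: CDP-star luminescence signal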
# TNAP inh hiacc: TNAP (human) inhibition, high acceptor; P05186; AID 1135; inhibition, % at 20 µM; purified TNAP, CDP-star luminescence, 1 M DEA; 0.03% of 200,000 active;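 active = over 50% inhibition of tissue-nonspecific alkaline phosphatase at 20 µM in the single-dose screen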;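 note: plate controls were DMSO wells for no effect and EDTA-quenched wells as full inhibition for full effect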
# TNAP act hi DEA: TNAP (human) activation, high acceptor. AID 1136. P05186. activation factor at 20 µM. 200,000 tested, under 10 active. purified TNAP, CDP-star luminescence, 1 M DEA, 30 min; hits give high values; 0 = EDTA background, 1 = DMSO-only activity;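 active = activation factor at least 2 at 20 µM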
#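 Control set: EDTA negative control, DMSO positive control / Assay system: human TNAP / Quantity: TNAP 1/800 final / Evaluation: TNAP activation factor scaled between EDTA and DMSO control wells / Measured by: luminescent substrate turnover signal / Compound dosing: one dose, 20 µM / Times: 30 min enzyme reaction at room temperature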
# APP 5UTR inh: APP translation inhibition | SH-SY5Y APP 5'UTR-luciferase reporter, luminescence | inhibition, % at 2 µM | 0.82% of 190,000 active | AID 1285;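 active = inhibition above a set limit, derived from the sample mean plus 3 SD, cut at about 45% in these data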; note: values of inactives mirror those of a sister screen read the other way
# The depositor's hits bear a star; / = no result given.
# Short keys: A = bIAP activator; B = L major viab; C = FLuc stim CS; D = FLuc inhib CS; E = TNAP inh no acc; F = RAM network inh; G = bIAP inh; H = TNAP inh hiacc; I = TNAP act hi DEA; J = APP 5UTR inh
(1) COCC(C)n1c(SCC(=O)NNC(=O)c2ccc(F)cc2)nc2ccccc2c1=O (stereo not given)
  A = 0.9; B = -2; C = 1; D = -2; E = -27; F = 1.6; G = 12; H = -2; I = 1; J = 10

(2) CN(CC(=O)Nc1ccccc1Oc1ccccc1)Cc1ccccc1F
  A = 0.9; B = 10; C = 1.1; D = -6; E = -14; F = 0.9; G = 5; H = -5; I = 1; J = -7

(3) Cc1oc(-c2ccccc2F)nc1CSCC(=O)NCc1ccc2c(c1)OCO2
  A = 1; B = 2; C = 1; D = 0; E = -7; F = 0.0; G = 2; H = -2; I = 1; J = 29

(4) Cc1cc(C)c(NC(=O)c2ccc(CN3CCc4ccccc4C3)cc2)c(C)c1
  A = 2.1*; B = 73*; C = 1; D = -3; E = -19; F = 1.7; G = -107; H = 6; I = 0.9; J = 12

(5) CCC(C)(C)NC(=O)CC(c1ccc(OC)cc1)n1cccc1 (stereo not given)
  A = 0.9; B = 21; C = 1.1; D = -8; E = -9; F = 0.3; G = 12; H = -1; I = 1; J = -1

(6) O=C(c1ccc2c(=O)n(Cc3ccc4c(c3)OCO4)c(=S)[nH]c2c1)N1CCCCC1
  A = 0.7; B = -3; C = 1; D = 2; E = -2; F = 4.6; G = 29; H = 1; I = 1; J = 10

(7) CCN(CC)CCn1c(=N)n(CC(O)c2ccco2)c2ccccc21 (stereo not given)
  A = 1.1; B = 1; C = 1; D = 1; E = -6; F = 2.5; G = -8; H = -4; I = 1; J = -15

(8) O=Cc1ccc(OCc2cccc(C(F)(F)F)c2)cc1O
  A = 1; B = -7; C = 1; D = -2; E = -8; F = 8.0; G = 1; H = 2; I = 1; J = -6

(9) CCc1c(C)nc2ncnn2c1N1CCCC(C(=O)Nc2cc(F)ccc2C)C1 (stereo not given)
  A = 1.1; B = 1; C = 1.1; D = -7; E = -4; F = 0.3; G = -7; H = -3; I = 1; J = 1

(10) CCC(Sc1ncccn1)C(=O)Nc1cc(C)on1 (stereo not given)
  A = 1.1; B = -6; C = 1; D = -4; E = -9; F = 1.8; G = -6; H = 0; I = 1; J = -1

(11) COc1cc(O)c2c(c1)COC2=O
  A = 1; B = -2; C = 1; D = -4; E = -4; F = -0.4; G = 4; H = 2; I = 1; J = -6

(12) CCCN(CCC)S(=O)(=O)c1ccc(C(=O)Nc2ccc(OCC(=O)N3CCOCC3)cc2)cc1
  A = 1.1; B = 9; C = 1; D = 4; E = -3; F = -0.4; G = -9; H = -1; I = 1; J = 0

(13) CC1CN(Cc2ccc(C#N)cc2Cl)CC(C)O1 (stereo not given)
  A = 0.9; B = -4; C = 1; D = -4; E = -20; F = 4.3; G = 12; H = -6; I = 1.1; J = -2

(14) N/C(COc1cccc(C(F)(F)F)c1)=N\NC(=O)c1cccnc1Oc1ccccc1
  A = 1.4; B = -2; C = 1; D = -2; E = -11; F = 0.7; G = -42; H = -2; I = 1; J = -10

(15) O=S(=O)(Nc1ccc2oc(-c3ccccc3)nc2c1)c1ccccc1
  A = 1.1; B = 29; C = 1.1; D = -8; E = -1; F = 6.5; G = -8; H = -5; I = 1.1; J = -4

# An excerpt from above in order of molecular weight, largest number first.
# Short keys: A = bIAP activator; B = L major viab; C = FLuc stim CS; D = FLuc inhib CS; E = TNAP inh no acc; F = RAM network inh; G = bIAP inh; H = TNAP inh hiacc; I = TNAP act hi DEA; J = APP 5UTR inh
(9) CCc1c(C)nc2ncnn2c1N1CCCC(C(=O)Nc2cc(F)ccc2C)C1 (stereo not given)
  A = 1.1; B = 1; C = 1.1; D = -7; E = -4; F = 0.3; G = -7; H = -3; I = 1; J = 1

(4) Cc1cc(C)c(NC(=O)c2ccc(CN3CCc4ccccc4C3)cc2)c(C)c1
  A = 2.1*; B = 73*; C = 1; D = -3; E = -19; F = 1.7; G = -107; H = 6; I = 0.9; J = 12

(15) O=S(=O)(Nc1ccc2oc(-c3ccccc3)nc2c1)c1ccccc1
  A = 1.1; B = 29; C = 1.1; D = -8; E = -1; F = 6.5; G = -8; H = -5; I = 1.1; J = -4

(8) O=Cc1ccc(OCc2cccc(C(F)(F)F)c2)cc1O
  A = 1; B = -7; C = 1; D = -2; E = -8; F = 8.0; G = 1; H = 2; I = 1; J = -6

(11) COc1cc(O)c2c(c1)COC2=O
  A = 1; B = -2; C = 1; D = -4; E = -4; F = -0.4; G = 4; H = 2; I = 1; J = -6

# (more compounds)
16. COc1ccc(S(=O)(=O)N2CCC(C(=O)NCCc3ccc4c(c3)OCO4)CC2)cc1
17. CN(C)/C=C1\C(=O)N(c2ccc(Oc3ccccc3)cc2)CS1=O (stereo not given)
18. Cc1cccn2c(=O)c3cc(C(=O)N4COCC4(C)C)sc3nc12
19. Cc1ccc(C2CC(=O)Oc3cc(O)ccc32)cc1 (stereo not given)
20. O=C(CSc1ccsc1[N+](=O)[O-])N1CCCCCC1
21. Cc1ccc(C(=O)N/C(=C/c2ccco2)C(=O)NCCc2c[nH]c3ccccc23)cc1
22. Cc1oc2c(CN3CCOCC3)c(O)ccc2c(=O)c1-c1ccccc1
23. CCCS(=O)(=O)N1CCC(C(=O)NCCc2ccc(OC)c(OC)c2)CC1
24. CSc1nc(Oc2ccc(Cl)cc2)c2sccc2n1
compound no. | 16 | 17 | 18 | 19 | 20 | 21 | 22 | 23 | 24
bIAP activator | 1.1 | 1 | 1.1 | 1.2 | 1 | 1 | 1 | 0.9 | 1
L major viab | 5 | -4 | 3 | -9 | 12 | 19 | -1 | -7 | -4
FLuc stim CS | 1 | 1 | 0.9 | 1 | 1 | 1 | 1.1 | 1 | 1
FLuc inhib CS | -1 | 5 | 6 | 0 | -5 | 4 | -11 | -3 | -3
TNAP inh no acc | -21 | -12 | -6 | -7 | 21 | -11 | 1 | -6 | -5
RAM network inh | -0.3 | -0.4 | -0.3 | 1.1 | 0.8 | -0.6 | 0.9 | 1.2 | 8.3
bIAP inh | -6 | 4 | -8 | -17 | -1 | 0 | 0 | 9 | -1
TNAP inh hiacc | -4 | -4 | 2 | 1 | 2 | -1 | -5 | -3 | -1
TNAP act hi DEA | 1 | 1 | 1 | 1 | 1 | 1 | 1.1 | 1 | 1
APP 5UTR inh | 23 | -8 | -53 | -1 | -8 | / | 10 | 5 | 9

# Exported tab-delimited: 4 of the compounds above.
cpd	SMILES	bIAP activator	L major viab	FLuc stim CS	FLuc inhib CS	TNAP inh no acc	RAM network inh	bIAP inh	TNAP inh hiacc	TNAP act hi DEA	APP 5UTR inh
11	COc1cc(O)c2c(c1)COC2=O	1	-2	1	-4	-4	-0.4	4	2	1	-6
12	CCCN(CCC)S(=O)(=O)c1ccc(C(=O)Nc2ccc(OCC(=O)N3CCOCC3)cc2)cc1	1.1	9	1	4	-3	-0.4	-9	-1	1	0
13	CC1CN(Cc2ccc(C#N)cc2Cl)CC(C)O1 (stereo not given)	0.9	-4	1	-4	-20	4.3	12	-6	1.1	-2
14	N/C(COc1cccc(C(F)(F)F)c1)=N\NC(=O)c1cccnc1Oc1ccccc1	1.4	-2	1	-2	-11	0.7	-42	-2	1	-10
